High-throughput results: PubChem, Broad Institute
XiGFP reactiv: activators of X-chromosome reactivation in mouse fibroblasts; XiGFP mouse fibroblasts, % GFP-positive cells imaging, 3 d; cells co-treated with 5-aza-dC sensitizer; scaled so ellipticine positive control = 100%; activation, % at 7.58 µM; 360,000 compounds, 0.055% hits;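 active = mean normalized replicate activation at least 10% and every replicate at or above 10%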;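 also: 0% = median of on-plate neutral control wells and 100% = ellipticine 6 µM median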
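material = 68-5-11 XiGFP fibroblast line | medium = DMEM plus 5-aza-dC sensitizer | schedule = 3 days compound exposure | benchmarks = positive control ellipticine, 6 µM final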
* = called active by the depositor; & = joins results of further samples. An excerpt. The share of hits here may be higher or lower than overall.

canonical_smiles	XiGFP reactiv
COc1cc(OC)cc(C(=O)NC(=S)Nc2ccc(NC(=O)c3ccco3)cc2)c1	-0.5
COCC(=O)Nc1ccc2c(c1)OC[C@@H](C)N(CC1CCCCC1)C[C@@H](C)[C@H](OC)CN(C)C2=O	1.3
Cc1noc(C)c1S(=O)(=O)N(C)C[C@H]1Oc2ccc(NC(=O)Nc3ccccc3)cc2C(=O)N([C@H](C)CO)C[C@@H]1C	0.0
CCC(=O)N1CC2(CN[C@H](CO)c3c2c2ccc(OC)cc2n3C)C1	0.1
CCCCC(=O)NC(=S)Nc1cc(C(=O)O)ccc1Cl	0.3
COc1ccc(CN2CC3(CCN(C(=O)C4CCC4)CC3)c3c(n(C)c4cc(OC)ccc34)[C@H]2CO)cc1	0.1
CO[C@H]1CN(C)C(=O)c2ccc(NC(=O)c3ccc(F)cc3)cc2OC[C@H](C)N(C(=O)CC2CC2)C[C@@H]1C	0.2
O=C(Nc1ccc2c(c1)[C@H]1C[C@H](CC(=O)N3CCCCC3)O[C@@H](CO)[C@H]1O2)NC1CCCCC1	0.1
Cc1nonc1NC(=O)CSc1nc2c(C)cccc2cc1C#N	65*
O=C(Nc1ccccc1F)N1CC(=O)N2[C@H](CO)[C@H](c3ccc(-c4ccc(F)cc4)cc3)[C@@H]2C1	0.5
O=C(N/N=C/c1ccc[nH]1)c1cccc([N+](=O)[O-])c1	0.3
O=C(N/N=C/c1ccncc1)C1CC1C(=O)N/N=C/c1ccncc1 (centres undefined)	0.4

(more compounds)
canonical_smiles	XiGFP reactiv
CCCNC(=O)N1CC2(CN(C(=O)CN(C)C)C2)c2c(n(C)c3cc(OC)ccc23)[C@H]1CO	0.0
O=C(/C=C/c1ccccc1Cl)NCc1cccs1	0.0
O=C(Cc1cccnc1)N1CC(=O)N2[C@H](CO)[C@H](c3ccc(-c4cccc(F)c4)cc3)[C@@H]2C1	0.4
COc1cccc(N2C(=O)C(Cc3c[nH]c4ccccc34)NC2=S)c1 (centres undefined)	0.5
O=C1N[C@@H](Cc2ccccc2)COCc2cn(nn2)CC[C@H]1Cc1cccc(F)c1	0.0
O=C(N/C(C(=O)N1CCOCC1)=C(\Sc1ncccn1)c1ccccc1)c1ccccc1	0.1
Cc1c(O)nc(SCC(=O)Nc2ccc3c4c(cccc24)CC3)n(-c2ccc(F)cc2)c1=O	0.1
Cn1cc(C(=O)Nc2ccc3c(c2)CCC3)cn1	-0.1
O=C1SCC(c2ccccc2)=NN1Cc1ccccc1	0.0
COCC#Cc1ccc([C@H]2[C@@H](CO)N3C(=O)CN(C(=O)Nc4cc(F)ccc4F)C[C@@H]23)cc1	0.3
COc1ccccc1CN(C)C[C@H]1OCc2ccccc2-c2ccccc2C(=O)N([C@@H](C)CO)C[C@H]1C	1.2
O=c1c2ccccc2c(-c2ccccc2)nn1Cc1ccccc1	0.1

4 entries from above, set out differently:
COc1cccc(N2C(=O)C(Cc3c[nH]c4ccccc34)NC2=S)c1 (centres undefined)
  XiGFP reactiv = 0.5

O=C1SCC(c2ccccc2)=NN1Cc1ccccc1
  XiGFP reactiv = 0.0

O=c1c2ccccc2c(-c2ccccc2)nn1Cc1ccccc1
  XiGFP reactiv = 0.1

O=C1N[C@@H](Cc2ccccc2)COCc2cn(nn2)CC[C@H]1Cc1cccc(F)c1
  XiGFP reactiv = 0.0

(next part)
canonical_smiles	XiGFP reactiv
O=C(OC1CCOC1=O)c1cccc(S(=O)(=O)Nc2cccc(Cl)c2)c1 (centres undefined)	0.8
Cc1ccc(NC(=S)NNC(=O)CSc2nc3ccccc3c(=O)n2-c2ccc(C)cc2)cc1	0.2
O=C(CSc1nc2ccccc2c(=O)n1-c1ccccc1)N1CCc2ccccc21	0.0
CCCCn1c(/C=N/Nc2nc3ccccc3[nH]2)nc2ccccc21	0.1
CC1CCc2c(sc(Nc3nc4c(F)cccc4s3)c2C(N)=O)C1 (centres undefined)	0.1
COc1cccc(C(=O)Nc2ccc3c(c2)OC[C@@H](C)N(C(C)=O)C[C@H](C)[C@@H](OC)CN(C)C3=O)c1	-0.4
O=C(NC(=S)Nc1ccc(S(=O)(=O)N2CCCC2)cc1)C1CCC1	0.1
COCC(=O)Nc1ccc2c(c1)C(=O)N(C)[C@H]1CC[C@H](CC(=O)NCCc3ccncc3)O[C@@H]1CO2	0.3
CC(C)NC(=O)Nc1ccc2c(c1)CC(=O)N(C)C[C@H](C)[C@H](CN(C)C(=O)NC(C)C)O2	-0.1
COc1ccc(N=Nc2[nH]c3ccc(C)cc3c2O)cc1	-0.1
Cc1csc(NC(=O)c2cc(-c3ccccc3)nc3ccccc23)n1	-0.1
CC(C)NC(=O)Nc1cccc2c1O[C@@H](CN(C)C)[C@@H](C)CN(C)C2=O	0.2

Following part
canonical_smiles	XiGFP reactiv
COc1ccc2c3c([nH]c2c1)[C@@H](CO)N(Cc1ccc(Cl)cc1)CC31CN(Cc2ccccc2)C1	0.5
CNC[C@@H]1Oc2ccc(N)cc2C(=O)N(C)C[C@@H]1C	-0.1
CCS(=O)(=O)N1CC2(CN(C(=O)Nc3cccc(F)c3)[C@H](CO)c3c2c2ccc(OC)cc2n3C)C1	0.3
CC(=O)c1c(C)[nH]c(C(=O)COC(=O)c2ccc3c(=O)n4c(nc3c2)CCC4)c1C	0.1
COc1ccc2c3c(n(C)c2c1)[C@@H](CO)N(Cc1ccccc1)CC31CN(S(=O)(=O)c2ccc(C)cc2)C1	0.0
C=C(C)c1cccc(C(C)(C)NC(=O)NC2CC(C)(C)NC(C)(C)C2)c1	0.0
CC(=O)N(C)C[C@@H]1Oc2c(cccc2N(C)C)C(=O)N(C)C[C@H]1C	0.2
COc1cc(/C=N/NC(=O)c2ccc(=O)[nH]n2)ccc1O	0.0
Nc1cccc(C2=Nc3cccc4cccc(c34)N2)c1	0.0
CCC(Oc1ccc2c(=O)c(-c3ccccc3OC)coc2c1)C(=O)OCc1ccccc1 (centres undefined)	0.0
COc1ccccc1CNC(=O)c1cccc(NC(=O)c2ccccc2)c1	0.0
COc1ccc(O)c(-c2cc(-c3ccccc3[N+](=O)[O-])[nH]n2)c1	0.0

Continuation.
canonical_smiles	XiGFP reactiv
O=C(NC(=S)Nc1ccc2c(c1)OCO2)c1ccc(Cl)cc1	0.0
Cc1ccc(S(=O)(=O)N2CCC(C(=O)Nc3nnc(-c4ccc(F)cc4)s3)CC2)cc1	0.1
CC(C)NC(=O)N(C)C[C@@H]1Oc2ccc(N(C)C)cc2C(=O)N(C)C[C@H]1C	0.0
CCc1nc(N2[C@H](CO)[C@@H](c3ccccc3-c3ccc(F)cc3)[C@@H]2C#N)sc1C	0.0
C[C@@H]1CCn2cc(nn2)COC[C@H](c2ccccc2)NC1=O	0.2
Cc1cc(C=O)c(C)n1-c1sc2c(c1C(=O)O)CCCC2	0.0
COc1cc2ccccc2cc1C(=O)NC(=S)Nc1nnn(C)n1	-0.2
Cc1ccc(S(=O)(=O)N(CC(=O)Nc2ccc(Cl)c([N+](=O)[O-])c2)C2CCCCC2)cc1	0.1
CC(=O)Nc1ccc2c(c1)CC(=O)N(C)C[C@@H](C)[C@@H](CN(C)C(C)=O)O2	0.2
COc1cc(C(=O)NCc2nnc(SCC(=O)Nc3nc4ccc(C)cc4s3)o2)cc(OC)c1OC	-0.1
Cc1ccc(S(=O)(=O)c2nnn3c2nc(N2CCCCC2)c2ccccc23)cc1	0.0
Cc1c(C(=O)O)cccc1-n1c(C)cc(/C=N/NC(=O)c2cc3ccccc3o2)c1C	-0.1

New compounds follow
canonical_smiles	XiGFP reactiv
CCCCN(C)CCC(=O)Nc1ccc(Cl)cc1	0.1
CCCN1CCN(c2nc(-c3cccs3)nc3ccccc23)CC1	-0.1
CC(C)CC#Cc1ccc([C@@H]2[C@H]3CN(C(=O)NC(C)C)CC(=O)N3[C@H]2CO)cc1	0.0
Cc1ccc(NC(=S)NCCc2ccccc2)c(C)c1	-0.1
COc1ccc(C(=O)Nc2ccc(SC(F)F)cc2)cc1	0.3
COc1ccc(C2CC(=O)C3=C(C2)Nc2ccccc2NC3c2coc3ccccc3c2=O)cc1OC (centres undefined)	0.0
CC(=O)N1C[C@@H]2C(c3ccccc3)[C@H](C1)N2C(=O)NC(C)C (some centres undefined)	0.1
CC1(C)C2CCC1(CS(=O)(=O)Nc1ccc(S(=O)(=O)N3CCCC3)cc1)C(=O)C2 (centres undefined)	0.8
CCOC(=O)N1CCN(C(=S)Nc2ccc(C)cc2)CC1	0.2
CCOC(=O)C(=O)Nc1cc([N+](=O)[O-])ccc1C	0.1
O=C1NC(=Nc2ccc(Cl)cc2)SC1Cc1cc(Cl)ccc1Cl (centres undefined)	0.1
CC(=O)c1ccc(N2CCN(C(C)C(=O)NC3CCCc4ccccc43)CC2)cc1 (centres undefined)	0.2

The listing continues:
canonical_smiles	XiGFP reactiv
Cc1ccc(COc2cccc3c2CCN(Cc2ccc(F)cc2)C3=O)cc1	0.5
O=C(NCCCn1ccnc1)c1cc2cc([N+](=O)[O-])ccc2oc1=O	0.6
O=C1N[C@@H](Cc2ccccc2)COCc2cn(nn2)CC[C@@H]1Cc1ccc(Cl)cc1	0.0
COc1ccc2c3c([nH]c2c1)[C@H](CO)N(Cc1ccccc1)CC31CCN(C(=O)c2cccnc2)CC1	0.2
COc1cccc(C(=O)OCC(=O)NCCc2ccccc2)c1OC	0.0
COc1ccc2c3c(n(C)c2c1)[C@H](CO)N(C)CC31CN(C(=O)C2CCC2)C1	0.0
CCOc1ccc(NC(C)C(=O)N/N=C/c2cccs2)cc1 (centres undefined)	-0.1
CC(C)NOC(=O)c1ccc(Cl)cc1	0.2
C[C@H]1CC=CC[C@H](c2cccc(Cl)c2)NC(=O)[C@@H](Cc2ccccc2)N(C)C(=O)c2ccccc2O1 (mixture of isomers)	0.3
Cc1ccccc1-n1c(=O)[nH]c(=O)c2c(N)c(C(=O)c3ccc(Cl)cc3)sc21	0.0
COc1ccc2c3c([nH]c2c1)[C@@H](CO)N(Cc1ccccn1)CC31CN(C(=O)CC2CC2)C1	0.0
COc1cc(CNc2ccc(C(=O)O)cc2)cc(Br)c1OCC(=O)NC(C)(C)C	0.4

Already shown: entries from further up.
canonical_smiles	XiGFP reactiv
COc1ccc2c3c([nH]c2c1)[C@@H](CO)N(Cc1ccccn1)CC31CN(C(=O)CC2CC2)C1	0.0
COc1cc(CNc2ccc(C(=O)O)cc2)cc(Br)c1OCC(=O)NC(C)(C)C	0.4

Further entries
canonical_smiles	XiGFP reactiv
Brc1ccc2c(c1)C(c1cccnc1)=NNC(c1cccs1)=N2	0.3
Cc1cc2c(N=NC(=O)C3CC3c3ccccc3)c(O)[nH]c2cc1Br (centres undefined)	0.0
CCCONC(=O)Nc1ccccc1[N+](=O)[O-]	-0.1
COc1ccccc1-n1c(-c2cn(C)nc2C)n[nH]c1=S	0.4
O=C(/C=C/c1ccccc1)N1c2ccccc2Sc2ccc(C(F)(F)F)cc21	-0.1
CCc1ccc(Oc2cc(Cl)nc(N)n2)cc1	0.1
C[C@@H]1CN(C)C(=O)c2cccc(N(C)C)c2O[C@@H]1CN(C)C(=O)OC(C)(C)C	0.4
COc1ccc(C(CC(=O)c2ccccc2)S(=O)(=O)c2ccccc2)cc1 (centres undefined)	-0.1
CCCc1cc2c(OC(=O)CC)c(-c3ccc(C(=O)OCC)o3)c(=O)oc2cc1OC	0.0
S=C(Nc1ccc(Br)cc1)N1CCCC1	-0.1
COC(=O)c1cc(NC(=O)C2(S(=O)(=O)c3ccc(C)cc3)CC2)cc(C(=O)OC)c1	0.1
Cc1ccc(CN2CCSCC2)c(C)c1	0.1

Carrying on.
canonical_smiles	XiGFP reactiv
Cc1cc(O)ccc1NC(=O)CCN1C(=O)c2ccc([N+](=O)[O-])cc2C1=O	0.1
CC(C)(C)c1ccc(C(=O)NC(=S)Nc2sc3c(c2C#N)CCC3)cc1	-0.1
COc1ccc(NS(=O)(=O)c2ccc(NC(=S)NC(=O)/C=C/c3ccc(C)cc3)cc2)nn1	0.7
COc1ccc(NC(=O)Nc2ccc3c(c2)C(=O)N([C@H](C)CO)C[C@@H](C)[C@@H](CN(C)S(=O)(=O)c2ccc(Cl)cc2)OCCCC[C@@H](C)O3)cc1	0.2
C[C@@H]1CCCCO[C@H](CN(C)S(C)(=O)=O)[C@H](C)CN([C@@H](C)CO)C(=O)c2cc(NC(=O)Nc3ccc(C(F)(F)F)cc3)ccc2O1	-0.8
CC(=O)N1C[C@@H]2C(c3ccccc3)[C@H](C1)N2S(C)(=O)=O (some centres undefined)	0.0&0.2
Cc1nn(-c2ccccc2)c(NC(=O)c2cccs2)c(-c2ccccc2)c1=O	0.5
COc1ccc(NS(=O)(=O)c2cc(NC(=O)c3ccc(C)o3)ccc2N2CCCCC2)cc1	1.6
COc1ccc(OCC(=O)Nc2nnc(-c3ccco3)s2)cc1	0.1
C/C=C/c1ccc([C@@H]2[C@H](CO)N(C(C)=O)[C@H]2CN(C(C)=O)C2CCCC2)cc1	0.4
CC(C)[C@@H]1COCn2nncc2CC[C@H](Cc2ccc(-c3ccccc3)cc2)C(=O)N1	-0.1
CNC[C@H]1Oc2ccccc2CC(=O)N(C)C[C@H]1C	0.2

Remaining list, next part:
canonical_smiles	XiGFP reactiv
COc1cc(/C=c2/sc3nc(-c4ccccc4)c(-c4ccccc4)n3c2=O)cc(OC)c1OC	0.4
CCN(C[C@@H]1[C@@H](c2ccc(-c3ccccc3)cc2)[C@@H](CO)N1CC1CC1)C(C)=O	0.1
O=C(CN1CCC(NC(=O)c2ccccc2F)CC1)Nc1ccc2c(c1)OCO2	0.2
C/C(Cc1ccccc1)=N\NC(=O)CNC(=O)c1ccccc1Br	0.0
